Screens as filed in PubChem.
M5 ag = agonists of human muscarinic M5 receptor (CHRM5); activation, % at 3 µM; hit rate 0.19% among 360,000; P08912; CHO-K1 hM5 cells, Fluo-8 calcium fluorescence; 0% DMSO wells, 100% maximal acetylcholine response;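 active means activation above the run's mean over test compounds plus 3 SD, cut at about 23% in these data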;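 further: signal is peak over basal fluorescence ratio across the kinetic read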
Target sequence (P08912 whole entry, looked up): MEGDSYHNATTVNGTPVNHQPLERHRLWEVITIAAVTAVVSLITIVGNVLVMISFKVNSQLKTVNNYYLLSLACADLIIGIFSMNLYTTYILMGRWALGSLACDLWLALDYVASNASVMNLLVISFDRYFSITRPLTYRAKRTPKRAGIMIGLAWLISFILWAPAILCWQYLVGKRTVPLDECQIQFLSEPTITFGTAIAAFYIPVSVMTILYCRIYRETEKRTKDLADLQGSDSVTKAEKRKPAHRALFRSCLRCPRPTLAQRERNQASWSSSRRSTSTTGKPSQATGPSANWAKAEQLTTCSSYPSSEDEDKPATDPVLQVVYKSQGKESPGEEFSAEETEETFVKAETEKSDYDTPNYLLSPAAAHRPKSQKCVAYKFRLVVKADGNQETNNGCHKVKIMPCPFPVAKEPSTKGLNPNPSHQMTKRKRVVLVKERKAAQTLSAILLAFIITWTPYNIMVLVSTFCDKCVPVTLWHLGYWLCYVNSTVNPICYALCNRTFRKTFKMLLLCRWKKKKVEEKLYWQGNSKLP
M5 antag = CHRM5 antagonism in calcium assay; AID 624040; CHO-hM5 cells, Fluo-8 calcium fluorescence, ACh EC80; inhibition, % at 3 µM; hit rate 0.59% among 360,000;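 active means inhibition above a per-plate cutoff, the mean of that plate's test compounds plus 3 SD, cut at about 27% in these data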;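 further: 0% = acetylcholine EC80 with DMSO and 100% = DMSO without agonist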
CHRM4 antagonist = blocks acetylcholine activation of human M4 receptor. P08173. CHO-hM4 cells, ACh EC80, Fluo-8 calcium fluorescence. inhibition, % at 3 µM. hit rate 0.73% among 360,000;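 active means inhibition above its plate's cutoff, the mean inhibition of sample wells plus 3 SD, cut at about 27% in these data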;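 further: 0% = acetylcholine EC80 with DMSO and 100% = DMSO without agonist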
Target sequence (P08173 whole entry, looked up): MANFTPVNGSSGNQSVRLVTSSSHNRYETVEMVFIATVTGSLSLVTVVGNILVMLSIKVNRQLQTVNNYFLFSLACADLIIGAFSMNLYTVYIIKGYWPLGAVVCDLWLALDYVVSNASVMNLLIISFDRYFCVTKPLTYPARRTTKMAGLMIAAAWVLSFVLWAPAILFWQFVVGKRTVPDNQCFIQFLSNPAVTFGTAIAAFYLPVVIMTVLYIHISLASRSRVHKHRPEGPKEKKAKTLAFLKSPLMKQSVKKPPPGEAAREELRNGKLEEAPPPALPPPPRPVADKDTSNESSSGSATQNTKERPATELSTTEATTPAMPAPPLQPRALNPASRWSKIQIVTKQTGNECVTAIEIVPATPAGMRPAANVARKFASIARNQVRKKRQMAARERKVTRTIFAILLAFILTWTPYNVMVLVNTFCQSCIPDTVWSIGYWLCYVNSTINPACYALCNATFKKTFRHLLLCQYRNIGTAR
IDE cell inh = inhibitors of human insulin-degrading enzyme in cells | inhibition, % at 5.59 µM | hit rate 0.41% among 320,000 | P14735 | HEK cells, FAbetaB cleavage, fluorescence polarization;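 active means percent inhibition above the average of all tested compounds plus 3 SD, set per screening campaign, cut at about 16% in these data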;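 further: IDE supplied by intact live HEK cells; FP after avidin binding of uncleaved biotin substrate so inhibition keeps polarization high; 0% = DMSO wells and 100% = 60 µM reference IDE inhibitor Ii1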
CRFBP-R2 agonist = CRF-BP/CRF-R2 complex agonism | HEK293 CRF-R2/CRF-BP, calcium dye fluorescence (FLIPR); percent of saturating CRF peptide response | AID 588473 | hit rate 0.46% among 350,000 | activation, % at 13.2 µM;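 active means activation of at least 50%, plus an integration ratio under a set limit after plate pattern correction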;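 further: plate controls were neutral control wells without compound for no effect and CRF at EC100 for full effect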
CRFBP-R2 block = CRF-BP/CRF-R2 complex antagonism. HEK293 CRF-R2/CRF-BP, CRF-induced calcium fluorescence. inhibition, % at 11.8 µM. hit rate 0.59% among 350,000. AID 588475;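 active means inhibition of the ligand-induced calcium signal above about 50% at the single tested concentration, limit read from the data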
M4 ag = CHRM4 agonism in calcium assay | P08173 | activation, % at 3 µM | CHO-K1 hM4/Gqi5, Fluo-8 calcium fluorescence; vehicle 0%, full acetylcholine response 100% | hit rate 0.14% among 360,000 | AID 624127;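 active means activation above the run mean over all test wells plus 3 SD, cut at about 32% in these data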;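 further: peak over basal fluorescence ratio per well then scaled between controls; 0% = DMSO wells and 100% = acetylcholine at EC100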
M5 PAM = potentiates acetylcholine response at human M5 receptor; P08912; CHO-K1 hM5, Fluo-8 calcium, ACh EC20 PAM; 0% = ACh EC20, 100% = ACh EC100; activation, % at 3 µM; hit rate 0.3% among 360,000; AID 624038;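 active means activation above the run cutoff, the mean activation of all test compounds plus 3 SD, cut at about 18% in these data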
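System: CHO-K1 hM5 cells. Reagent: acetylcholine, EC20 level. Compound dosing: single dose, 3 µM nominal final test concentration. Timing: Post-acetylcholine fluorescence recording 140 s. Detection: Fluo-8 calcium fluorescence. Read-out: % activation, ACh-normalized. Benchmarks: ACh EC20 and EC100 wells. Repeats: singlicate, one well per test compound.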
M4 PAM = potentiates acetylcholine response at human M4 receptor | CHO-K1 hM4/Gqi5, Fluo-8 calcium fluorescence, ACh EC20; 0% = ACh EC20, 100% = maximal ACh | activation, % at 3 µM | hit rate 0.4% among 360,000;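 active means activation above its plate's cutoff, the mean activation of sample wells plus 3 SD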; further: some results filed as inactive read as strong as hits
Active calls of the source: *; nt = no result given.

SMILES	M5 ag	M5 antag	CHRM4 antagonist	IDE cell inh	CRFBP-R2 agonist	CRFBP-R2 block	M4 ag	M5 PAM	M4 PAM
O=C(COc1ccccc1Cl)N1CCN(c2ccc(F)cc2)CC1	2	-2	6	1	-1.2	-5	1	8	7
CCc1nc2nc(C)cc(Nc3cccc(C(F)(F)F)c3)n2n1	0	2	8	5	-2.8	-15	0	1	-2
C=CCNC(=O)COC(=O)c1nc2nccc(C)n2n1	4	4	2	-3	-2.6	24	0	6	1
CCOC(=O)C1CCN(C(=O)/C=C/c2ccccc2OC)CC1	-2	-1	2	-3	-2.1	-5	0	-18	14
CCOc1ccc(C2c3c(oc4ccccc4c3=O)C(=O)N2CCCN2CCOCC2)cc1 (stereo unspecified)	-1	1	-2	-5	0.0	-2	1	-1	2
S=C(NNC(=S)Nc1ccccc1)Nc1ccccc1	0	5	1	5	-1.8	-33	2	-9	-5
CCOc1c(Cl)cc(CNCC(O)c2ccccc2)cc1OC (stereo unspecified)	1	-8	2	3	-0.2	-29	4	6	-4
COc1ccc(CC(=O)Nc2ccc(C(=O)Nc3nccs3)cc2)cc1OC	-1	8	-9	nt	-5.6	-20	8	-11	-5
CCOc1ccc(Br)cc1S(=O)(=O)Nc1cccc(S(=O)(=O)NC2=NCCC2)c1	2	-9	4	1	-1.0	-3	2	1	4
CCc1cccc(C)c1NC(=O)CSc1nc2ccncc2[nH]1	0	-19	-6	5	-0.1	1	1	5	0
C/C(=N/NC(=O)CSc1nc2ccccc2n1C)c1ccco1	-1	-5	0	-3	-0.6	-2	3	-2	1
Cc1ccc(NC(=O)c2sccc2-n2cccc2)c(Cl)c1	-6	6	-21	9	-1.0	-3	-1	-5	2

The last three entries of the section above are carried over, then new ones follow.
SMILES	M5 ag	M5 antag	CHRM4 antagonist	IDE cell inh	CRFBP-R2 agonist	CRFBP-R2 block	M4 ag	M5 PAM	M4 PAM
CCc1cccc(C)c1NC(=O)CSc1nc2ccncc2[nH]1	0	-19	-6	5	-0.1	1	1	5	0
C/C(=N/NC(=O)CSc1nc2ccccc2n1C)c1ccco1	-1	-5	0	-3	-0.6	-2	3	-2	1
Cc1ccc(NC(=O)c2sccc2-n2cccc2)c(Cl)c1	-6	6	-21	9	-1.0	-3	-1	-5	2
O=C(c1cccs1)N(Cc1ccco1)Cc1cc2ccccc2[nH]c1=O	0	3	1	-2	-0.2	-48	5	-9	-6
COC(=O)c1c(NC(=O)C(=O)NCC2CCCO2)sc2c1CC(C)(C)OC2 (stereo unspecified)	3	2	8	4	-1.3	-7	1	3	-1
O=C1C2ON(c3ccccc3)C(c3cccnc3)C2C(=O)N1c1ccc(Cl)c(Cl)c1 (stereo unspecified)	0	-13	-15	1	0.3	-22	0	6	6
c1ccc(-c2ccc3c(n2)CCCO3)cc1	4	-3	-5	8	-5.9	4	1	12	8
Cc1cccc(-c2noc(CCC(=O)N3CCN(c4cc(C)ccc4C)CC3)n2)c1	-1	-4	-14	nt	3.1	6	6	-3	1
Fc1ccc(NC(=S)N2N=CCC2c2ccccc2)cc1 (stereo unspecified)	-5	-2	-20	1	-2.7	20	1	-1	19
Cn1nc(C(F)(F)F)cc1C(=O)NC1CCCCCC1	-3	0	3	0	2.5	2	-2	3	-1
CCN(CC)CCn1c(=N)n(CC(=O)c2ccc(Br)s2)c2ccccc21	-21	2	6	1	1.9	-13	4	-15	-13
CCOC(=O)c1[nH]ncc1CN1CCCC(C(=O)c2cc(Cl)ccc2OC)C1 (stereo unspecified)	0	-4	-4	7	-2.0	0	1	-1	-1
CCOC(=O)c1c(S(=O)(=O)NCC(=O)Nc2ccccc2)c(C)n(C)c1C	2	2	4	-2	0.9	3	0	3	3
CC(C)(C)OC(=O)N1CCC(C(=O)N[C@H](C(=O)O)c2ccccc2)(c2ccccc2)CC1	0	16	3	0	-1.4	7	0	-4	0
CCCc1nnc(SCC(=O)N2CCCC(C)C2)n1CCCOC (stereo unspecified)	0	-11	-4	8	-0.2	7	0	9	5
COC(=O)c1ccccc1NC(=O)c1c(O)c2c([nH]c1=O)CCCC2	0	-7	-1	0	-0.9	11	1	7	5
Cn1c(SCC(=O)Nc2ccc(Cl)cc2F)nnc1-c1ccco1	-2	7	3	10	0.2	-2	0	0	-11
COc1ccc(C2C(C#N)=C(C)NC3=C2C(=O)c2ccccc23)cc1 (stereo unspecified)	3	1	7	2	0.2	-7	2	-4	-3
CCCCNC(=O)c1ccccc1NC(=O)c1ccc2c(c1)OCO2	-2	7	1	-2	1.6	-39	3	5	-7
C=CCn1c(SCC(=O)N2CCOCC2)nc2sc(C)c(C)c2c1=O	0	7	1	7	-1.1	9	0	3	-7
COc1ccccc1N(Cc1ccccc1)S(=O)(=O)c1cccc(C(=O)Nc2ccc(C(C)=O)cc2)c1	-2	-1	3	1	2.3	6	0	0	-2
Nn1c(SCC(=O)N2CCOCC2)nnc1-c1cccnc1	0	-1	0	3	0.7	-5	1	6	8
O=C(Nc1nccs1)c1cccnc1	0	-3	-8	3	0.6	4	1	6	-2
O=S(=O)(Nc1ccc(-c2ccc3nncn3n2)cc1)c1cc(F)ccc1F	2	5	11	0	-1.6	-3	0	1	4
CC(=O)N1N=C(C)CC1c1ccc(OCc2ccccc2)cc1 (stereo unspecified)	-6	1	0	0	-4.6	52*	0	2	0
O=C(N/C(=C/c1ccco1)C(=O)N1CCCCCC1)c1cccs1	3	-10	11	-7	-2.0	-13	1	14	17
N#CC(c1ccc(Cl)nn1)c1ccccc1Cl (stereo unspecified)	1	2	-5	0	-0.8	32	1	-6	6
NS(=O)(=O)OCc1ccc(C(F)(F)F)cc1	3	-2	-17	2	-0.2	1	0	4	6
COc1ccc(CCN(C)C2CCCN(C(=O)CCSC)C2)cc1OC (stereo unspecified)	-8	13	-9	1	0.5	5	1	-1	8
O=[N+]([O-])c1ccc(Cl)cc1Sc1ccccn1	-4	5	1	1	-0.1	-4	1	1	-2
O=C(CSc1nc(-c2ccccc2)cc(=O)[nH]1)Nc1ccc(Br)cc1	-3	1	-4	-1	1.8	-5	2	-1	0
CC(C)Nc1ncnc2c1cnn2Cc1ccccc1Cl	-2	10	-3	3	0.5	4	6	2	-1
COc1cc(/C=N/NC(=O)C2c3ccccc3Oc3ccccc32)ccc1O	7	4	6	-1	-3.5	10	5	-9	9
CCOCCCNC(=O)Cn1cnc2c(cnn2-c2ccc(F)cc2)c1=O	4	-3	11	0	0.6	-9	1	-2	-4
Cc1cc(/C=N/Nc2ccc([N+](=O)[O-])cn2)c(C)n1-c1ccccc1	-2	7	13	3	-0.9	-6	0	-9	-6
COc1ccc(CCNC(=O)CSc2nnc3ccccn23)cc1	-2	-2	-5	7	-0.8	14	1	-5	-2
COc1ccc(C(=O)N2CCCC(CCC(=O)NCc3ccc(F)c(F)c3)C2)cc1F (stereo unspecified)	-1	2	2	-1	2.2	-1	2	0	-3
COc1ccc(CNC(=O)COC(=O)c2cc(C)nc3ccccc23)cc1	1	10	-3	4	-2.1	11	8	-4	4
CCCNC(=O)NCCc1ccncc1	-7	-3	-9	10	-0.3	5	0	5	-2
Cc1cccc(N(C(=O)Cn2nnc3ccccc32)C(C(=O)NCc2ccco2)c2ccncc2)c1C (stereo unspecified)	-3	7	-8	3	1.2	0	1	1	14
O=C(NNC(=O)C1CCC1)c1ccc(Br)cc1	2	1	2	2	-1.7	21	1	-2	1
Cc1ccccc1Nc1sc(C(=O)Nc2cccc(Cl)c2)c(N)c1C(N)=O	0	-11	-5	nt	1.8	-10	2	3	1
COC(=O)c1ccc(-c2ccc(/C=N/NC(=O)Cc3nnc(N)s3)o2)cc1	2	7	0	-2	1.0	4	1	-4	-4
O=C(O)CCC(=O)OC1CC2CCC1C2 (stereo unspecified)	-1	5	9	7	-1.0	18	0	-6	-1
Cc1ccc([C@H]2C[C@H](n3cc(C4CC4)nn3)[C@@H](O)CN2C(=O)C2CCCCC2)cc1	0	8	-18	nt	-0.1	-6	2	-1	5
CC1CN=C(N(C(=S)Nc2ccccc2)c2cccc(C(F)(F)F)c2)S1 (stereo unspecified)	6	-1	5	2	-0.4	9	3	10	-5
Cc1nc2c(-c3ccccc3)c(C)nn2c(N)c1-c1ccccc1	-1	10	6	0	2.6	-13	0	-10	5
COCCN1CN(S(=O)(=O)c2ccc(Cl)cc2)c2nc3ccccc3nc21	-3	-3	4	6	0.8	19	-1	1	-1
Cc1c(Cc2ccccc2)sc(/N=C/c2c(O)ccc3ccccc23)c1C(N)=O	5	7	9	9	1.3	6	11	-6	-13
CCCOc1ccc(Cn2c(=O)oc3ccc(C)cc32)cc1OC	-2	-2	-13	5	0.7	14	1	-4	-6
Cc1ccsc1C(=O)N1CCC1(C)C(=O)NS(=O)(=O)c1ccc(C#N)cc1 (stereo unspecified)	2	-1	3	nt	nt	nt	2	-4	-2
CCSc1nnc(NC(=O)c2cc(C)oc2C)s1	2	0	2	-2	2.6	-42	-1	-1	11
CCCCOC(=O)NC1CCS(=O)(=O)C1 (stereo unspecified)	-3	3	-1	2	-0.1	14	1	-8	5
CCOc1ncccc1C(=O)Nc1ccc(C)cn1	0	-5	-1	nt	1.3	-1	2	5	7
O=C(Cn1cnc2c(cnn2-c2ccccc2Cl)c1=O)N1CCc2ccccc21	2	-12	-14	-2	-0.1	-10	0	7	12
COc1cccc(NC(=O)Cc2nnc(SCC(=O)NC3CCCCC3)n2C)c1	-1	-11	2	1	0.1	12	1	10	-3
Cc1ccccc1CCN1CCCC(CN(C)C(=O)c2ccc3ncccc3c2)C1 (stereo unspecified)	-14	12	11	0	1.3	16	1	0	-11
CC(C)NC(=O)c1ccccc1NC(=O)/C=C/c1ccc([N+](=O)[O-])cc1	0	-6	3	5	0.8	-2	0	3	-6
OC1CCCCC1	1	-2	-7	3	-2.9	19	2	3	6
Cc1ccccc1C(=O)NC(=S)Nc1ccc(S(=O)(=O)N(C)c2ccccc2)cc1	-5	-6	2	1	1.0	-7	1	-2	-2
Cc1cc(OC(=O)c2ccccc2Br)c([N+](=O)[O-])c(=O)[nH]1	2	0	-9	6	-3.0	12	0	-1	0
CN(c1ccccc1)S(=O)(=O)c1ccc(Cl)c(C(=O)NCC(c2ccco2)N2CCCC2)c1 (stereo unspecified)	-5	13	-9	-4	-1.4	13	2	-6	-3
Cc1cc(C(=O)Nc2cc(C(F)(F)F)ccc2N2CCOCC2)no1	1	-2	-1	-1	-0.5	-7	0	2	-3
CC(C)n1c2ccccc2c2nnc(SCC(=O)OCN3C(=O)c4ccccc4C3=O)nc21	2	6	5	-5	-0.4	21	11	-8	-16

Individual results from the results shown:
Under IDE cell inh, OC1CCCCC1 is entered as 3
Under M4 ag, CN(c1ccccc1)S(=O)(=O)c1ccc(Cl)c(C(=O)NCC(c2ccco2)N2CCCC2)c1 (stereo unspecified) is entered as 2
Under M5 antag, O=C(Cn1cnc2c(cnn2-c2ccccc2Cl)c1=O)N1CCc2ccccc21 is entered as -12
Under CHRM4 antagonist, CCSc1nnc(NC(=O)c2cc(C)oc2C)s1 is entered as 2
Under CRFBP-R2 block, COc1cccc(NC(=O)Cc2nnc(SCC(=O)NC3CCCCC3)n2C)c1 is entered as 12
Under CRFBP-R2 agonist, Cc1ccccc1C(=O)NC(=S)Nc1ccc(S(=O)(=O)N(C)c2ccccc2)cc1 is entered as 1.0
